NS5 inhibitors: Dengue-2 NS5 methyltransferase inhibitors, primary screen, biochemical, confirmation dose response (AID 588689). inhibition, % at 25 µM, or IC50 in µM where a hit was titrated. Dengue-2 NS5 methyltransferase capping enzyme assay, biochemical; higher % means a stronger effect. 0.3% of 340,000 active; in the data active = a potency from the dose series; inconclusive = inhibition above about 29% without an active follow-up result
Salmonella PhoP GFP: PhoP-dependent GFP reporter repression – Salmonella Typhimurium, primary screen (AID 1863). inhibition, % at 50 µM, or IC50 in µM where a hit was titrated. S. Typhimurium PhoP-regulated promoter GFP reporter, 4 h; higher % means a stronger effect. 0.16% of 300,000 active;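 active = inhibition over 29.93%, a cutoff 3 SD above the screen mean, later confirmed by dose response; inconclusive = inhibition over 29.93% but no dose response follow-up; inactive = inhibition at most 29.93% or unconfirmed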;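 also: 0% = low Mg2+ inducing control and 100% = high Mg2+ repressing control; strong numbers were not always called active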
GPR35 antagonists: inhibition of zaprinast-stimulated GPR35 beta-arrestin translocation – imaging, U2OS, beta-arrestin-GFP, zaprinast agonist, primary screen (AID 2058). U2OS GPR35 beta-arrestin-GFP translocation imaging, zaprinast antagonism; higher % means a stronger effect. one-dose inhibition, % at 10 µM; IC50 in µM for titrated hits. 0.052% of 290,000 active;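 active = inhibition of at least 50% with at least 30 cells and total cytoplasm GFP at most 10,000,000; inconclusive = under 30 cells or total GFP of 10,000,000 plus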
CSM14.1 death rescue: protection against thapsigargin-triggered cell killing – 384-well, CSM14.1, ATP luminescence, primary screen (AID 1222); CSM14.1 thapsigargin-induced death rescue, ATP luminescence; higher % means a stronger effect; cellular ATP content (survival), % at 20 µM; hits with a dose series show EC50 in µM; 190,000 tested, under 10 active;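 active = EC50 below 50 µM in the dose-response confirmation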;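 also: death triggered by thapsigargin at about 15 µM added after 2 h compound pretreatment; cell ATP read after overnight thapsigargin exposure of roughly 18 to 22 hours; normalized against plate controls of thapsigargin alone and 5% DMSO vehicle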
RSV CPE inhibition: RSV antiviral activity via CPE protection, HEp-2 cells, primary 10 µM value included (AID 2391) | 0.13% of 310,000 active | HEp-2 cells, RSV-induced CPE inhibition; higher % means a stronger effect | one-dose CPE inhibition, % at 10 µM; IC50 in µM for titrated hits; in the data active = a potency from the dose series; inconclusive = CPE inhibition mostly from about 23% at the one dose, without a potency; inactive = the rest, 99 in 100 with CPE inhibition below about 21%; also: strong numbers were not always called active
West Nile antiviral: West Nile virus antiviral activity, cell-based, CPE readout (AID 1621) | West Nile virus-infected cells, CPE inhibition; higher % means a stronger effect | CPE inhibition, % at 10 µM; hits with a dose series show IC50 in µM | 0.02% of 290,000 active; in the data active = a potency from the dose series; inconclusive = CPE inhibition mostly from about 3.7% at the one dose, without a potency; inactive = the rest, 99 in 100 with CPE inhibition below about 2.2%; also: strong numbers were not always called active
Rac1 GTP hydrolysis: MgcRacGAP GTPase-activating activity inhibitors, confirmation, biochemical, ADP Hunter fluorescence. MgcRacGAP-stimulated Rac1 GTP hydrolysis, ADP Hunter fluorescence; higher % means a stronger effect; GST-tagged Rac1 F28L mutant substrate. one-dose inhibition, % at 30 µM; IC50 in µM for titrated hits. 0.6% of 340,000 active;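 active = first-screen hits whose inhibition reached a set limit at any dose in the follow-up dose series; inconclusive = inhibition above the set first-screen limit but never retested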;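 also: fluorescence reports GDP produced by GAP-driven GTP hydrolysis; strong numbers were not always called active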
SV40 large T antigen: TAg ATPase/helicase activity blockers – biochemical (AID 1903) | SV40 large T antigen ATPase/helicase inhibition assay; higher % means a stronger effect | one-dose inhibition, % at 20 µM; IC50 in µM for titrated hits | 0.39% of 310,000 active; in the data active = a potency from the dose series; inconclusive = inhibition mostly from about 32% at the one dose, without a potency; inactive = the rest, 99 in 100 with inhibition below about 32%; also: strong numbers were not always called active
LYP inhibition: PTPN22 lymphoid phosphatase activity blockers – biochemical, fluorescence intensity, uHTS (AID 1779) | 0.054% of 290,000 active | recombinant LYP phosphatase, fluorescence intensity; higher % means a stronger effect | inhibition, % at 11.5 µM, or IC50 in µM where a hit was titrated; in the data active = inhibition above about 50%;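 also: plate controls were vehicle with enzyme for no effect and no enzyme for full effect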
NS5 inhibitors pilot replicate: recorded beside NS5 inhibitors, whose call it bears; inhibition, %; measured here: pilot screen replicate inhibition
Starred values were filed as active, the others as inactive; u = inconclusive; x = no result given; & = joins results of further samples.

SMILES | NS5 inhibitors | Salmonella PhoP GFP | GPR35 antagonists | CSM14.1 death rescue | RSV CPE inhibition | West Nile antiviral | Rac1 GTP hydrolysis | SV40 large T antigen | LYP inhibition | others
CC1CCCC(NC(=O)CCNC(=O)c2ccccc2Cl)C1C (centres undefined) | -1% | 7% | x | x | -2.5% | x | -2% | 21% | x
CC(=O)Nc1sc2c(c1C(c1ccncc1)N1CCOCC1)CCCC2 (centres undefined) | -4% | 4% | -6% | -0.9% | 0.4% | -0.1% | 0% | -3% | 3%
Cc1ccc(N/C=C/C(=O)c2ccccc2)cc1C | 2% | -14% | -16% | -3.8% | 2.3% | -0.1% | 5% | 11% | 0%
Cc1ccc(CNC(=O)c2ccc(N3CCC4(CC3)CC(c3cccc(Br)c3)=NO4)c(NC(=O)c3ccco3)c2)cc1 | 6% | x | x | x | 1.0% | x | 11% | 2% | x
Cn1cccc1/C=N\NC(=O)Cc1ccc(Br)c2ccccc12 | -5% | 3% | 1% | 3.2% | u | -1.1% | -5% | 7% | 2%
O=C1/C(=C/c2ccc([N+](=O)[O-])cc2)CCc2ccccc21 | x | 3% | -1% | x | 3.0% | 0.2% | x | 3% | 1%
CCOc1ccc(CCNC(=O)C2CC(=O)N(CCc3ccccc3)C2)cc1OCC (centres undefined) | -9% | 7% | 0% | x | 1.7% | -0.5% | -7% | -1% | -8%
Cc1cccc(NC(=O)CNC(=O)CNC(=O)Cc2ccccc2)c1 | -3% | -3% | 4% | x | 0.7% | -0.5% | 5% | 29% | -4%
COc1cc(Br)cc2cc(C(=O)N3CCN(c4ccccn4)CC3)c(=O)oc12 | -3% | -2% | 19% | -0.1% | -0.4% | -1.1% | 6% | 1% | -4% | NS5 inhibitors pilot replicate=4.4
Cc1ccc(N2C(=O)N(C(C)C)C(C)(C)CC2(C)O)cc1 (centres undefined) | -5% | -7% | -3% | x | 2.1% | -0.5% | 9% | 2% | -5%
Cc1ccc(Oc2nc3c(C)cccn3c(=O)c2/C=C(\C#N)C(N)=O)cc1 | -12% | -2% | 6% | x | 3.1% | -0.9% | 9% | 6% | -16%
O=C(COc1ccc(S(=O)(=O)N2CCCCC2)cc1Cl)N1CCOCC1 | 11% | 0% | -14% | x | 1.7% | -0.7% | -1% | -3% | -14%
CC(C)C[C@@H](C(=O)NC1CC1)N1C(=O)N2CCc3c([nH]c4ccccc34)[C@@]2(C)C1=O | -4% | -5% | 1% | x | 3.2% | -1.1% | 2% | 4% | -11%
Cc1ccc(OC(C)C(=O)Nc2ccc(S(=O)(=O)Nc3nccs3)cc2)cc1 (centres undefined) | -2% | 4% | -9% | x | 2.0% | 1.2% | 9% | 14% | -6%
CCCCOc1ccc(CSC(=N)N)cc1[N+](=O)[O-] | -9% | 39% | 8% | -4.3% | 0.0% | -0.2% | 4% | 4% | -2%
Clc1ccc2c(c1)C(c1cccs1)=NNC(c1cccnc1)=N2 | -5% | 17% | 6% | 1.9% | 4.5% | 0.8% | 3% | -13% | 2% | NS5 inhibitors pilot replicate=1.8
Nc1nc(N2C(=O)C3CC=CCC3C2=O)nn1-c1ccccc1 (centres undefined) | 10% | -10% | 6% | x | -0.4% | 0.4% | -1% | 9% | 2%
S=C(Nc1ccccn1)c1ccccn1 | -4% | 15%&-6% | -10%&-8% | 1.0% | -0.6% | 0.1% | 7% | u | -4%&-2%
O=C(Nc1ccccc1)NC1(C(=O)N2CCN(c3ncccn3)CC2)CCCCC1 | 0% | 7% | -15% | -2.0% | 2.0% | 0.1% | -4% | 0% | -11%
CCC(C)c1ccc(OCC(=O)Nc2ccc(CN3CCOCC3)cc2)cc1 (centres undefined) | -5% | -2% | 6% | x | 9.0% | -0.7% | 4% | 18% | -4%
CC(C)CN(CC(C)C)C(=O)c1cccc(S(=O)(=O)N2CCc3ccccc32)c1 | -1% | 5% | 0% | 0.7% | 2.2% | -1.7% | 7% | 8% | 5%
COc1cccc(N2C(=O)C(c3ccccc3)=C(c3nc4ccccc4s3)C2NC(C)=O)c1 (centres undefined) | -5% | -1% | 8% | 0.9% | 5.0% | 0.2% | 4% | -3% | 3%
COc1cccc(C2=NOC(C(=O)NCCCn3ccnc3)C2)c1 (centres undefined) | -5% | 2% | 9% | -2.7% | 0.5% | -0.2% | 11% | 12% | -2%
O=C(c1ccco1)c1coc2c1cc(O)c1ccccc12 | 10% | -3% | -9% | 1.0% | 1.8% | -1.6% | 6% | 7% | -3%
CCn1nc(NS(=O)(=O)c2ccccc2[N+](=O)[O-])c2cc3cccc(C)c3nc21 | 25% | -5% | 22% | x | 4.6% | -0.6% | 16% | 7% | -4%

Entries from the list above that contain a furan ring, fused or not:
SMILES | NS5 inhibitors | Salmonella PhoP GFP | GPR35 antagonists | CSM14.1 death rescue | RSV CPE inhibition | West Nile antiviral | Rac1 GTP hydrolysis | SV40 large T antigen | LYP inhibition | others
Cc1ccc(CNC(=O)c2ccc(N3CCC4(CC3)CC(c3cccc(Br)c3)=NO4)c(NC(=O)c3ccco3)c2)cc1 | 6% | x | x | x | 1.0% | x | 11% | 2% | x
O=C(c1ccco1)c1coc2c1cc(O)c1ccccc12 | 10% | -3% | -9% | 1.0% | 1.8% | -1.6% | 6% | 7% | -3%

New compounds follow:
SMILES | NS5 inhibitors | Salmonella PhoP GFP | GPR35 antagonists | CSM14.1 death rescue | RSV CPE inhibition | West Nile antiviral | Rac1 GTP hydrolysis | SV40 large T antigen | LYP inhibition | others
COCCn1cnc2c1c(=O)n(Cc1cc(C(C)=O)ccc1OC)c(=O)n2Cc1ccccc1 | -8% | -3% | -8% | x | 2.4% | -0.8% | 4% | 5% | -8%
COCCCNC(=O)c1nc2c(nnn2Cc2cc(C)ccc2C)c(=O)[nH]1 | -5% | 5% | 19% | 0.1% | 5.5% | -0.5% | 4% | 10% | -7%
COc1ccc(C2CC(c3ccccc3OC(C)=O)=NN2C(=O)/C=C/c2ccccc2)cc1OC (centres undefined) | 0% | -3% | 7% | -2.1% | u | -0.6% | 7% | 16% | 5%
CC1=CC(C)(C)Nc2ccc(OC(=O)C(Cc3ccccc3)N3C(=O)c4ccccc4C3=O)cc21 (centres undefined) | 1% | -7% | 9% | 1.2% | 57% | -0.1% | 7% | 1% | -5%
O=C(NCc1ccccn1)c1ccc(/C=N/O)nc1 | 1% | -8% | 8% | -1.2% | 0.7% | 0.2% | 7% | -1% | 0%
CCOC(=O)N1CCN(C2CC(=O)N(c3ccc(F)cc3)C2=O)CC1 (centres undefined) | -6% | 4% | 13% | -0.3% | -1.3% | 0.6% | 3% | 8% | -1%
Cc1ccc(C(=O)N/N=C/c2nc3ccccc3n2C)cc1 | -2% | -7% | 21% | -1.5% | 2.6% | 0.4% | 18% | 6% | 1%
O=C(CCCCCCCCN1C(=O)c2ccccc2C1=O)N1CCOCC1 | x | -6% | -2% | x | x | -0.3% | x | 1% | 3%
Cc1cc(S(=O)(=O)N2CCOCC2)ccc1OCC(=O)N1CCC(C(N)=O)CC1 | -2% | -1% | -11% | x | 1.2% | -0.6% | 7% | 11% | -5%
CCc1nnc(NC(=O)c2nc3nc(C)cc(C)n3n2)s1 | -1% | -2% | 3% | -1.1% | x | x | 10% | 0% | -5%
COc1cc(C(=O)Oc2ccc3ccc(O)cc3c2)cc(OC)c1OC | -3% | 0% | 18% | x | 1.0% | -0.5% | 25% | -1% | -9% | NS5 inhibitors pilot replicate=-1.5
CCOC(=O)C1CCN(C(=O)CNS(=O)(=O)c2cccs2)CC1 | -8% | -2% | -14% | -1.8% | 0.8% | 0.5% | 4% | -2% | -6%
O=C(Nc1nnc(Cc2ccccc2)s1)Nc1ccccc1F | -5% | 3% | 10% | x | 0.0% | 1.8% | 5% | 2% | -6% | NS5 inhibitors pilot replicate=4.2
CC1Oc2ccccc2OC1C(=O)Nc1nccs1 (centres undefined) | 0% | 3% | 4% | x | 1.5% | 1.1% | 5% | -5% | -1%
O=C(NCc1ccco1)C(C(=O)c1ccc(F)cc1)n1ccccc1=O (centres undefined) | -3% | 0% | -7% | -2.9% | -0.2% | 0.2% | 9% | -2% | 2% | NS5 inhibitors pilot replicate=4.9
Cc1cc(NC(=O)CN2CCN(c3cccc(Cl)c3)CC2)no1 | -3% | 0% | -4% | 0.2% | 2.5% | -0.3% | 0% | 2% | -2%
Cc1cc(F)ccc1NS(=O)(=O)c1c(C(=O)N2CCOCC2)c(C)n(C)c1C | -7% | -1% | 15% | x | 2.2% | 0.0% | 12% | 3% | -14%
COc1cccc(CN2CCC(C(=O)N3CCN(c4ccccc4F)CC3)CC2)c1 | -5% | -11% | -8% | -1.4% | -0.3% | -0.3% | 16% | 6% | -1%
CC1(c2nnc(-c3ccncc3)o2)CC(c2ccc(F)cc2)=NO1 (centres undefined) | -10% | -2% | -2% | x | -1.8% | -0.7% | 1% | 25% | -9%
CCCC(C)C(=O)Nc1nc(C)c(-c2csc(Nc3ccc(Cl)cc3)n2)s1 (centres undefined) | -8% | -2% | 0% | -3.6% | 4.8% | -0.7% | 9% | 11% | -2%
CS(=O)(=O)Nc1ccc(S(=O)(=O)N2CCCC2)cc1 | 0% | -1% | 9% | 0.7% | 1.4% | 2.1% | -4% | 0% | -7%
COc1ccc(-c2nnc(SCC(=O)NCC3CCCO3)o2)cc1 (centres undefined) | -1% | -3% | -1% | x | 0.5% | -0.9% | 6% | 6% | -2%
CC(OC(=O)CNC(=O)C12CC3CC(CC(C3)C1)C2)C(=O)Nc1ccc(N2CCOCC2)cc1 (centres undefined) | 4% | 2% | -10% | -2.9% | 1.4% | 0.2% | 15% | 15% | -8%
CC(=O)c1cnc(SCC(=O)O)nc1C | 3% | -4% | 0% | x | -1.2% | 0.3% | 3% | 9% | 2%

Fetched by compound from the list above (5):
SMILES | NS5 inhibitors | Salmonella PhoP GFP | GPR35 antagonists | CSM14.1 death rescue | RSV CPE inhibition | West Nile antiviral | Rac1 GTP hydrolysis | SV40 large T antigen | LYP inhibition | others
COc1cc(C(=O)Oc2ccc3ccc(O)cc3c2)cc(OC)c1OC | -3% | 0% | 18% | x | 1.0% | -0.5% | 25% | -1% | -9% | NS5 inhibitors pilot replicate=-1.5
CC(OC(=O)CNC(=O)C12CC3CC(CC(C3)C1)C2)C(=O)Nc1ccc(N2CCOCC2)cc1 (centres undefined) | 4% | 2% | -10% | -2.9% | 1.4% | 0.2% | 15% | 15% | -8%
O=C(CCCCCCCCN1C(=O)c2ccccc2C1=O)N1CCOCC1 | x | -6% | -2% | x | x | -0.3% | x | 1% | 3%
O=C(NCc1ccco1)C(C(=O)c1ccc(F)cc1)n1ccccc1=O (centres undefined) | -3% | 0% | -7% | -2.9% | -0.2% | 0.2% | 9% | -2% | 2% | NS5 inhibitors pilot replicate=4.9
CCOC(=O)C1CCN(C(=O)CNS(=O)(=O)c2cccs2)CC1 | -8% | -2% | -14% | -1.8% | 0.8% | 0.5% | 4% | -2% | -6%

Bioassay records deposited in PubChem by several laboratories.
